Apaf1 inhib: blocks human Apaf-1 apoptosome activity; O14727; reconstituted apoptosome caspase-3 activity, DEVD-Rh110 fluorescence; inhibition, % at 20 µM; actives 0.71% (n = 330,000); AID 489030; active = inhibition of at least 40% at 20 µM;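 also: plate controls were DMSO wells for no effect and DEVD-CHO caspase inhibitor wells for full effect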
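Assay system: Apoptosome proteins | Medium: pH 7.5 Hepes buffer with CHAPS, BSA, DTT | Also added: Cytochrome c and DEVD-Rh110 substrate | Times: 30 min plus 50 min, RT | Detection: Rhodamine 110 fluorescence at Ex 480/Em 540 nm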
SENP6 block: blocks the human protease SENP6; actives 1.8% (n = 330,000); Q9GZR1; inhibition, % at 10 µM; Recombinant SENP6 catalytic domain, aminoluciferin luminescence;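 active = inhibition above about 50% at the single tested dose, limit read from the data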;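 also: plate controls were DMSO wells with enzyme for no effect and DMSO wells lacking enzyme for full effect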
UBC13 inh: inhibitors of human UBC13 polyubiquitin chain formation | P61088 | TR-FRET | inhibition, % at 20 µM | actives 0.47% (n = 330,000) | AID 485273; in the data active = inhibition above about 45%, passing the limit was not always enough
Target sequence (P61088 whole entry, looked up): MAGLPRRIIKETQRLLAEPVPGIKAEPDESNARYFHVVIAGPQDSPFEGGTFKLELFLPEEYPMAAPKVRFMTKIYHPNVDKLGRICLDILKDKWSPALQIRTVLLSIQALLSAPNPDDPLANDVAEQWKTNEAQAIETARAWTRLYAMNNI
SENP1 inh: SENP1 (human) catalytic domain inhibition; inhibition, % at 10 µM; actives 0.21% (n = 360,000); recombinant SENP1 catalytic domain, CyPet-SUMO1-YPet FRET cleavage;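 active = inhibition at least 30% at 10 µM, raw YFP signal under a set limit, fluorescence ratio 0.5 to 1.5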;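 also: 0% = enzyme with DMSO and 100% = no enzyme wells; some results filed as inactive read as strong as hits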
Target sequence (Q9P0U3 419-644 limits assumed): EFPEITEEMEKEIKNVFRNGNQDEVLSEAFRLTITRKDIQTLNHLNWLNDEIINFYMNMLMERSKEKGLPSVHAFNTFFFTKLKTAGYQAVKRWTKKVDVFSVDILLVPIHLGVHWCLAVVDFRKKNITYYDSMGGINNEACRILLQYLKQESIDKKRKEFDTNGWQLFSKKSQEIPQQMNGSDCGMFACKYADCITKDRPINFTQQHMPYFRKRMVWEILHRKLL
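Compound: 10 µM single point, 0.5% DMSO; Test system: hSENP1 catalytic domain, recombinant; Timing: 50 min reaction at room temperature; Technique: FRET, CFP and YFP emission; Control set: no-enzyme wells low, DMSO-plus-enzyme wells high control.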
SENP8 block-1: inhibitors of human SENP8 protease. inhibition, % at 10 µM. actives 1.2% (n = 330,000). Q96LD8. purified SENP8, Z-RLRGG-aminoluciferin cleavage, luminescence. AID 2540; in the data active = inhibition above about 50%
Target sequence (Q96LD8 whole entry, looked up): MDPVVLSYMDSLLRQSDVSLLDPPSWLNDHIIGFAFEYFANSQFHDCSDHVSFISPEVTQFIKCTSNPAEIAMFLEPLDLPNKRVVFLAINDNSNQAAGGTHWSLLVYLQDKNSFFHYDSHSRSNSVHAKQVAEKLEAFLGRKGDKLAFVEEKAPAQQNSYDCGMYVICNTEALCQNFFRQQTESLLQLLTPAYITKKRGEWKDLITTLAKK
APOBEC3G inh: inhibitors of human APOBEC3G DNA deaminase. Q9HC16. recombinant A3G, ssDNA deamination FAM/TAMRA fluorescence. inhibition, % at 20 µM. actives 0.28% (n = 330,000);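 active = inhibition of at least 40% at 20 µM, with no more than 30% in the related APOBEC3A deaminase screen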;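 also: plate controls were DMSO wells with A3G for no effect and wells lacking A3G enzyme for full effect; some compounds called inactive have numbers as strong as hits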
Target sequence (Q9HC16 whole entry, looked up): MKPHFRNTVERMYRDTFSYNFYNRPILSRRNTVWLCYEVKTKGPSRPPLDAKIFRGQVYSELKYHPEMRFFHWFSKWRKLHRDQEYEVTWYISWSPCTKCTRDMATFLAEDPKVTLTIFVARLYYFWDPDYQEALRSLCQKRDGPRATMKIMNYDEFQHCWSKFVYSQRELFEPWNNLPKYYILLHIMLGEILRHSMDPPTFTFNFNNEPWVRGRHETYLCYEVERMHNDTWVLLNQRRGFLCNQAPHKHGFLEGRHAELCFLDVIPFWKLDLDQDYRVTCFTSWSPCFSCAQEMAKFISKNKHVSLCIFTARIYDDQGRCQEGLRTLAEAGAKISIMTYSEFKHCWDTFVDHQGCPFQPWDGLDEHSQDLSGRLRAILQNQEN
SENP8 block-2: inhibitors of human SENP8 protease. recombinant SENP8, Nedd8 substrate fluorescence. inhibition, % at 20 µM. actives 0.64% (n = 360,000). AID 602440; in the data active = inhibition mostly above about 40%, no sharp cut-off; inactive = mostly below about 27%
SENP7 inh: blocks the human protease SENP7 | actives 1.5% (n = 330,000) | inhibition, % at 5 µM | AID 434973 | recombinant SENP7, Z-RLRGG-aminoluciferin luminescence, 40 min | Q9BQF6;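 active = inhibition above about 50% at the single test dose, limit read from the data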;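 also: plate controls were DMSO with enzyme for no effect and no enzyme buffer wells for full effect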
An asterisk follows results filed as active; i = inactive.

SMILES	Apaf1 inhib	SENP6 block	UBC13 inh	SENP1 inh	SENP8 block-1	APOBEC3G inh	SENP8 block-2	SENP7 inh
CC(C)(C)c1cc(C(=O)N2CCc3ccccc3C2)ccn1	-0.1	3.5	8.7	1.4	-0.4	-7.6	9.4	5.0
Cc1nn(Cc2ccc(C(=O)N3c4ccc(F)cc4CCC3C)o2)c(C)c1Br (stereo unspecified)	23.7	-14.2	-8.3	-2.2	-13.5	-6.1	22.3	-14.8
CCC(C)(C)NC(=O)C(c1ccc(F)cc1)N(CCOC)C(=O)CCC(=O)Nc1nccs1 (stereo unspecified)	5.2	-20.0	3.5	0.4	4.6	-5.1	5.2	7.5
CC1=Nn2c(nnc2-c2ccccc2Cl)SC1	13.6	-0.9	-7.9	3.4	-15.6	-6.5	23.5	-13.3
CCCCn1c(N)c(N(CCOC)C(=O)CSCc2ccccc2C)c(=O)[nH]c1=O	8.2	4.0	-5.6	-9.3	2.6	0.4	-3.9	-1.5
COc1cc(S(=O)(=O)NCc2ccccc2)ccc1Br	0.8	8.1	7.1	0.1	-6.6	-10.2	35.0	-2.5
O=C(CCc1ccccc1)N1CCCC(Nc2ccc(F)cc2)C1 (stereo unspecified)	-3.0	8.8	5.5	0.4	9.2	-6.2	-2.5	4.7
Cc1cc(C)c2[nH]c(O)c(N=NC(=S)NCC3CCCO3)c2c1 (stereo unspecified)	-12.0	4.7	90.9*	-0.4	4.4	-3.6	31.6	6.8
CN1CCN(c2ccccc2NC(=O)c2ccccc2F)CC1	-14.1	-18.4	4.8	2.2	1.7	0.4	21.7	-2.8
Cc1ccc(C23OC(=O)C(C)(C)C2OC(=O)C3(C)C)cc1 (stereo unspecified)	2.1	-11.6	5.0	0.7	4.7	-4.3	2.4	-5.0
COc1ccc(CC(NC(C)=O)C(=O)NC2CCN(c3c(Cc4ccccc4)c(C)nc4ncnn34)CC2)c(OC)c1 (stereo unspecified)	-0.4	-20.4	-1.8	-1.0	-8.4	-7.5	7.0	1.1
Cc1cc(C)c(NC(=O)CNC(=O)[C@@H]2CCCN2C(=O)c2cccs2)c(C)c1	2.5	-4.9	-9.6	-1.0	-6.8	-1.6	7.2	1.4
CCCC1=[N+](CC(=O)c2ccccc2)CCn2c(C)ccc21	3.9	-2.7	-7.1	-13.8	-6.6	-9.0	-212.0	-6.0
COc1cc(NC(=O)COC(=O)CSc2ccc3ccccc3c2)c(C)cc1[N+](=O)[O-]	20.0	-23.7	-3.5	2.2	-10.2	-6.5	5.9	-5.1
Cc1ccc(NC(=O)CCCc2ccccc2)c([N+](=O)[O-])c1	3.9	-31.4	-2.5	1.2	-6.5	-7.2	14.1	15.1
CCOC(=O)c1sc(NC(=O)COc2ncnc3ccccc23)c(C(=O)OCC)c1C	6.5	-3.4	-9.6	-16.6	-13.0	-3.0	-2.0	-16.1
CCCC(=O)NCc1cc(-c2nn(C)c(=O)c3ccccc23)ccc1C	6.3	-13.7	7.6	-0.2	-1.4	1.4	-2.8	-2.5
CC(C)CCCN1C(Nc2ccccc2)=NC[C@@H]1CC(C)C	-2.8	-0.2	22.3	-2.2	0.6	-8.8	23.8	-3.5
Cc1ccc(C(=O)OCC(=O)N(CC(C)C)c2c(N)n(Cc3ccccc3)c(=O)[nH]c2=O)s1	11.3	13.4	0.8	-10.4	7.0	0.5	-8.7	-2.1
CCN1CCCc2cc(CN(CCN3CCOCC3)C(=S)Nc3cccc(Cl)c3)ccc21	9.0	-23.2	-4.4	-8.9	-9.2	-7.4	13.1	-6.0
Cc1cccc(C)c1NC(=O)CN(C)CC(=O)N1CC(=O)Nc2ccccc21	5.8	4.5	5.1	2.6	-3.2	12.9	19.3	5.1
CC1CCN(c2ccc([N+](=O)[O-])cc2C(=O)O)CC1	2.7	3.3	-25.4	3.8	-4.1	-1.0	26.9	6.7
Cc1nc2cc(CO)ccc2s1	-5.7	-4.3	4.4	1.7	0.8	-11.4	19.0	5.7
C[N+]1(CC(O)c2ccccc2)CCCCCC1 (stereo unspecified)	-1.0	1.0	1.6	1.5	-1.5	24.4	18.8	9.1
COc1cc2c(cc1OC)C(NC(=O)C(F)(F)F)CNC2=O (stereo unspecified)	-6.5	4.0	-4.3	0.1	-4.3	0.3	2.3	4.5
SMILES	Apaf1 inhib	SENP6 block	UBC13 inh	SENP1 inh	SENP8 block-1	APOBEC3G inh	SENP8 block-2	SENP7 inh
O=C(Nc1ccccc1Cl)c1ccccc1Oc1ccc(C(F)(F)F)cc1[N+](=O)[O-]	17.6	-4.2	-16.6	-5.3	-7.0	-2.6	9.3	-4.7
CC(C)(C)CC(=O)NC(=S)Nc1ccccc1C(F)(F)F	7.1	-14.2	13.3	-0.8	5.4	-6.6	11.2	4.4
O=C(CSc1nnc2ccc(-c3ccco3)nn12)Nc1ccccc1F	7.9	-0.7	-7.2	2.6	-0.6	-4.5	i	-4.4
CC(C)c1ccc(CCNC(=O)c2cccc(S(=O)(=O)N3CCN(C)CC3)c2)cc1	6.0	3.1	4.3	-5.9	-0.1	-7.7	-4.3	2.2
CCN(CC)c1ccc(/C=N/NC(=O)CCC(=O)NCc2ccccc2)c(O)c1	12.2	-18.1	-21.4	-46.4	-5.6	-5.9	-47.5	-10.2
CN(Cc1ccccc1)C(=O)CCC1CCN(C(=O)CC2=CCCCC2)CC1	2.7	8.7	0.7	-1.6	4.7	-6.8	16.0	-6.0
COc1ccc(C2C(C(=O)Nc3cc(C)on3)c3ccccc3C(=O)N2C)cc1OC (stereo unspecified)	1.9	9.4	2.7	-1.3	4.3	-3.8	9.7	2.2
Cc1cc(N2C(=O)C3CC=CCC3C2=O)cc(C)c1Br (stereo unspecified)	-3.0	3.3	3.7	0.3	2.2	-3.3	28.5	-3.8
Nc1c(-c2cccc([N+](=O)[O-])c2)nc2ccccn12	-10.6	20.6	-10.7	2.9	8.0	-3.0	-4.5	1.7
CC1CC(C)CN(C(=O)COC(=O)CCCN2C(=O)c3cccc4cccc(c34)C2=O)C1 (stereo unspecified)	10.0	-10.9	14.4	-1.7	-3.4	-7.2	-270.9	2.2
COc1ccc(/C=N\Nc2ncc(F)c(N3CCOCC3)n2)cc1OC	-6.2	-17.0	-6.1	0.9	9.8	-0.9	-7.4	-4.5
Cc1ccc(NC(=O)Cn2cc(S(=O)(=O)c3ccccc3)c(=O)c3cc(F)ccc32)cc1	12.7	3.3	14.0	0.9	6.0	4.4	5.4	8.4
Cc1cccc(C(C)(C)C)c1OCCCCN1CCCC1	5.0	-6.0	4.2	2.4	-3.2	-4.7	14.2	0.3
Cc1c(/C=N/Nc2ccc([N+](=O)[O-])cn2)c2ccccc2n1Cc1ccccc1	-2.6	-0.1	-16.0	63.3*	2.0	0.4	22.4	4.9
Cc1ccccc1NC(=O)Cc1nc(-c2ccc3ccccc3c2)cs1	18.6	-38.4	-8.5	0.3	-9.7	-7.4	-2.2	-0.5
O=C(CCc1nnc2ccc(N3CCCCC3)nn12)NCC1CCN(Cc2ccc(F)cc2)CC1	-1.6	-19.6	-1.4	-5.1	-10.6	-3.1	7.7	11.8
CCOc1ccc(NS(=O)(=O)c2ccc(C(=O)NC3CCC(O)CC3)cc2)cc1 (stereo unspecified)	8.2	0.5	-3.2	0.2	4.1	2.9	20.0	2.7
CCOc1ccc(S(=O)(=O)N2CCCC(C(=O)NC3CC3)C2)cc1Cl (stereo unspecified)	-1.0	-1.7	-15.3	0.1	0.1	6.4	6.8	-13.9
CCOC(=O)C1=C(CCl)NC(=O)NC1c1ccc2c(c1)OCO2 (stereo unspecified)	0.4	11.1	12.3	1.4	-4.1	-5.8	1.9	-7.3
CCOc1ccc(-c2c(=O)n(OCc3ccccn3)c3ccccc3[n+]2[O-])cc1	0.2	1.7	6.0	-19.5	-5.3	-1.0	-113.6	4.9
COc1cc(C(c2c(C(=O)O)[nH]c3ccccc23)c2c(C(=O)O)[nH]c3ccccc23)ccc1OCc1ccccc1	26.3	6.5	-32.0	-4.5	2.3	-2.4	3.4	-10.5
Clc1cc2c(c(CSc3nc4ccccc4n4cccc34)c1)OCOC2	9.0	-28.4	12.2	-0.7	3.9	-5.4	-61.1	-2.1
c1ccc(Oc2ccc(-n3cnnn3)cc2)cc1	-2.8	-16.3	-5.7	0.4	1.7	-1.9	14.5	5.7
Nc1nc(Cl)cc(Nc2ccccc2Cl)n1	-1.7	3.8	16.0	0.0	-2.1	-8.4	19.5	1.4
O=C(CSc1ncnc2nc[nH]c12)c1ccccc1	-3.1	35.3	2.4	1.8	-11.5	-4.5	16.4	20.5

Sorted by SMILES length (falling): part of the list above
SMILES	Apaf1 inhib	SENP6 block	UBC13 inh	SENP1 inh	SENP8 block-1	APOBEC3G inh	SENP8 block-2	SENP7 inh
O=C(CCc1nnc2ccc(N3CCCCC3)nn12)NCC1CCN(Cc2ccc(F)cc2)CC1	-1.6	-19.6	-1.4	-5.1	-10.6	-3.1	7.7	11.8
CCN(CC)c1ccc(/C=N/NC(=O)CCC(=O)NCc2ccccc2)c(O)c1	12.2	-18.1	-21.4	-46.4	-5.6	-5.9	-47.5	-10.2
Cc1cc(N2C(=O)C3CC=CCC3C2=O)cc(C)c1Br (stereo unspecified)	-3.0	3.3	3.7	0.3	2.2	-3.3	28.5	-3.8

Of the compounds above, two contain a COOH group.
SMILES	Apaf1 inhib	SENP6 block	UBC13 inh	SENP1 inh	SENP8 block-1	APOBEC3G inh	SENP8 block-2	SENP7 inh
CC1CCN(c2ccc([N+](=O)[O-])cc2C(=O)O)CC1	2.7	3.3	-25.4	3.8	-4.1	-1.0	26.9	6.7
COc1cc(C(c2c(C(=O)O)[nH]c3ccccc23)c2c(C(=O)O)[nH]c3ccccc23)ccc1OCc1ccccc1	26.3	6.5	-32.0	-4.5	2.3	-2.4	3.4	-10.5

Next section:
SMILES	Apaf1 inhib	SENP6 block	UBC13 inh	SENP1 inh	SENP8 block-1	APOBEC3G inh	SENP8 block-2	SENP7 inh
Cc1c(-n2c(SCC(=O)C(C)(C)C)nc3ccccc3c2=O)c(=O)n(-c2ccccc2)n1C	-19.1	-5.2	6.5	-2.5	5.0	-11.8	2.0	-0.8
O=C(CNC(=O)c1cc2c(s1)CCC2)Nc1ccccc1Br	-1.9	1.9	5.2	-27.5	4.3	0.2	-133.9	-0.9
Cc1cccc(C(=O)OCC(=O)Nc2ccc3c(c2)OCCO3)c1	6.9	-16.8	-2.5	1.6	-9.5	-8.3	9.0	-11.5
Cc1cccc(NC(=O)C2(C)CC3c4ccccc4C2c2ccccc23)c1C (stereo unspecified)	5.3	10.5	1.9	3.1	0.3	-3.1	17.6	-2.6
CC1=C(C(=O)Nc2ccc(F)cc2)C(c2ccc(C)o2)C2=C(CC(C)(C)CC2=O)N1 (stereo unspecified)	6.3	3.6	7.4	-1.1	10.2	-0.1	-412.8	-1.6
CCOC(=O)c1ccc(N/C=C/C(=O)c2ccc(OC)c(OC)c2)cc1	-13.2	-17.5	12.8	-52.0	-3.5	-2.7	-341.8	-5.9
O=C(NC1CC1)c1ccc(CS(=O)(=O)c2c(Cl)cccc2Cl)o1	-9.2	3.3	8.2	1.7	0.2	-2.2	10.8	0.9
COC(=O)c1cc(Br)ccc1N(Cc1cc(OC)cc(OC)c1)S(C)(=O)=O	8.4	-7.7	1.4	1.6	-4.8	0.0	3.5	6.0
COc1ccc(NC(=O)CN2CCN(c3c(C)cccc3C)CC2)cc1	15.4	13.1	1.5	0.9	3.2	-2.0	10.4	3.1
[O-]/[N+](=C\c1ccccc1)c1ccc(Br)cc1	0.6	2.0	-20.7	3.0	7.7	-9.4	30.9	4.7
COc1ccc(-c2nc(SCC(=O)Nc3c(F)cccc3F)n[nH]2)cc1	2.8	-37.7	3.6	0.3	-21.6	-9.0	3.4	9.2
CCn1cc(/C=C/C(=O)Nc2c(C)nn(Cc3ccccc3C)c2C)cn1	-3.7	-13.2	3.7	-0.1	-10.3	-9.4	19.6	-5.2
O=C(COc1ccccc1)N/N=C/c1ccc([N+](=O)[O-])o1	2.1	-5.0	-10.1	-29.3	0.1	-4.6	5.1	4.2

Screens: PubChem, Sanford-Burnham Center for Chemical Genomics
